IL-2 act: activators of IL-2 | 360,000 tested, 0.065% active | IL-2 activation reporter assay, cell-based qHTS; stimulated with anti-CD3/CD4/CD28 beads; in transgenic mouse T cells | activation, % (series mostly up to about 46 µM); in the data active = activation above about 50%; inconclusive = mostly about 30% to 49%; also: 0% is about no effect
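Screening format: compound pinned onto unstimulated transgenic mouse T cells, 60 min incubation, then anti-CD3/anti-CD4/anti-CD28 bead stimulation for 18 hours at 37 degrees C, followed by EGFP and DsRed detection.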
EPAC1 antagonist: blocks human EPAC1 exchange factor; O95398; EPAC1 GEF assay, Rap1b-BODIPY-GDP exchange fluorescence; Potency, µM (top dose mostly 115 µM), without a hit: top-dose activity change, negative = inhibition, actives largely listed as inhibitors; 360,000 tested, 0.14% active; AID 720709;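 also: potency is read from the fitted curve at half-maximal effect; plate controls were vehicle for no effect and positive control for full effect; nearly all actives have a fitted effect of over 50% in size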
CCT modulator: cytosolic chaperonin activity modulation; purified chaperonin ATPase assay, HTRF ADP detection, 30 min; activity change, % (no concentration beside the values), hits read low; 360,000 tested, 0.3% active; AID 651819; in the data active = activity change below about -30%; also: % is scaled to controls: 0 for no effect and ±100 for the full control effect
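TRiC (40 or 20 nM final, by batch activity) in 30 mM Tris pH 7.4, 100 mM KCl, 5 mM MgCl2, 1 mM DTT was treated with compound at 76 uM single dose, then 10 uM ATP, 30 min at 37 °C. ADP was read by HTRF Transcreener.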
EPAC2 ag: EPAC2 (human) agonism. 360,000 tested, 0.079% active. AID 720711. Potency, µM (titrated, usually from 154 µM), for inactives: at the top dose activation, actives largely listed as activators. EPAC2 activation, biochemical qHTS; response scale: 100% = 6.5 mM cAMP response; also: potency is read from the fitted curve at half-maximal effect; nearly all actives have a fitted effect of over 50% in size
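EPAC2 (100 nM) mixed with Rap1B loaded with BODIPY-GDP (250 nM) plus 50 uM unlabeled GDP; compounds pinned in, 5 min RT, then read every 5 min for 30 min (ex 480, em 540 nm). Normalized to cAMP control.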
PLK1 PBD inh: inhibitors of human PLK1 polo-box domain binding; P53350; Plk1 PBD binding of FITC phosphopeptide, fluorescence polarization; Potency, µM, for inactives: max response, negative = inhibition, hits mostly inhibitors; 360,000 tested, 2.8% active; also: potency is read from the fitted curve at half-maximal effect; series mostly up to about 57 µM; % is scaled to controls: 0 for no effect and ±100 for the full control effect; nearly all actives have a fitted effect of over 65% in size
Target sequence (P53350 whole entry, looked up, the tested form may be a part): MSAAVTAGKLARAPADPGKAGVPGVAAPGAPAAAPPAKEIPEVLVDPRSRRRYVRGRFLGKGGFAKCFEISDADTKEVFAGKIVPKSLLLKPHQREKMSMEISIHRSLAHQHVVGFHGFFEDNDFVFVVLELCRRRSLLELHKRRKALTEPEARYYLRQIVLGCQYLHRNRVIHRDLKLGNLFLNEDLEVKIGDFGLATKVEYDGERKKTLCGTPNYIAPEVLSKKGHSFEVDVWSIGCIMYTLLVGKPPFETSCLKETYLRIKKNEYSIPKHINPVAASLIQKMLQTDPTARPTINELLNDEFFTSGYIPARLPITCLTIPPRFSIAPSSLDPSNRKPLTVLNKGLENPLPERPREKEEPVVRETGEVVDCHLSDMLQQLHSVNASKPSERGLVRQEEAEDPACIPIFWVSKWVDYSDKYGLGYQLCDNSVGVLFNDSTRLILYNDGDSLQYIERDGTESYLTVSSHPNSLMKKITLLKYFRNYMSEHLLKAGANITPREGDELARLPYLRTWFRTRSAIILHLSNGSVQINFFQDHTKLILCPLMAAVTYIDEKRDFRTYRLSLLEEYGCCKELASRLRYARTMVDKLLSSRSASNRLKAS
PI5P4K alpha inh: PI5P4K alpha (human) kinase inhibition; 330,000 tested, 1.2% active; max response, %; AID 652105; PI5P4Kalpha enzyme, ADP-Glo luminescence, 60 min; active compounds read low; active = max response of -50% or lower; inconclusive = between -30% and -50%; inactive = -30% or higher; also: value at the top dose of about 77 µM; % is scaled to controls: 0 for no effect and ±100 for the full control effect
Target sequence (P48426 whole entry, looked up): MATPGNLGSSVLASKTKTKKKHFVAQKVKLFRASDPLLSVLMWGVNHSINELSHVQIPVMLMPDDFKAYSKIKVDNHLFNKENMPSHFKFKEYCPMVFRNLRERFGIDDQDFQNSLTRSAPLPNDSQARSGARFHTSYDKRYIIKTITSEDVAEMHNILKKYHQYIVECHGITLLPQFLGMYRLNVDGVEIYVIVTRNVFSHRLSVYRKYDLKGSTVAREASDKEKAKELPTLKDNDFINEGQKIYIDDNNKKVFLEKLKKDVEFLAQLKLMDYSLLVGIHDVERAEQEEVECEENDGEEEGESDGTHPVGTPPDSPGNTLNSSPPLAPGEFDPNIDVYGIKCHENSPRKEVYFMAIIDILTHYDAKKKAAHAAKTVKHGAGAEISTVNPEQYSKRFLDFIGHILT
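Quantitative HTS of the MLSMR library against PI5P4Kalpha with substrate. ATP added last at 5 microM final; room temperature, 60 minutes. Remaining ATP depleted, ADP converted and read as luminescence.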
EPAC1 agonist: agonists of human EPAC1. O95398. EPAC1 agonist qHTS, biochemical assay; response scale: 100% = response to 6.5 mM cAMP. Potency, µM (titrated, usually from 154 µM), for inactives: at the top dose activation, hits mostly activators. 360,000 tested, 0.073% active; also: potency is read from the fitted curve at half-maximal effect; nearly all actives have a fitted effect of over 60% in size
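Multi-concentration qHTS readout: loss of Rap1B-bound BODIPY-GDP fluorescence driven by 100 nM EPAC1 with excess GDP (50 uM), monitored kinetically at room temperature; agonist response expressed relative to 6.5 mM cAMP.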
WRN helicase inh: inhibitors of human WRN helicase. Q14191. WRN helicase unwinding, fluorescent forked duplex, kinetic. AID 651768. 360,000 tested, 0.46% active. Potency, µM (top dose mostly 114 µM), inactives show at the highest dose activity change, negative = inhibition, actives largely listed as inhibitors; also: potency is read from the fitted curve at half-maximal effect; % is scaled to controls: 0 for no effect and ±100 for the full control effect; nearly all actives have a fitted effect of over 55% in size
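Kinetic red-fluorescence monitoring (525/598 nm) tracks WRN helicase activity after 100 nM fluorophore-quencher forked duplex and 2 mM ATP are added to 20 nM enzyme pretreated 15 min at room temperature with compound.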
Active calls of the source: *; ? = inconclusive; / = not tested or not shown; [ ] = remark or other dose. Unless noted, calls follow the shape of the dose curve; as a rule, active = well fitted curve in the direction sought with a large enough effect; inconclusive = small, poorly fitted or top-dose-only effect, or another doubt; inactive = no such curve, though single readings can be large; an effect the other way counts as inactive or inconclusive.

mol,PI5P4K alpha inh,EPAC2 ag,EPAC1 agonist,CCT modulator,IL-2 act,WRN helicase inh,EPAC1 antagonist,PLK1 PBD inh
Cc1cnc(CN(C)C(=O)C2CCC(=O)N(CCc3ccccc3)C2)[nH]1 (centres undefined),-3,2%,1%,2.6,-1.8,-17%,6%,-5%
CCOC(=O)Cn1nc(C)n(-c2ccc(F)cc2)c1=O,10,-5%,-7%,1.3,1.5,2%,5%,2%
CN1CCN(c2oc(-c3cccs3)nc2S(=O)(=O)c2ccccc2)CC1,-8,-3%,2%,-4.3,1.3,-23%,6%,-5%
CCN(CC)S(=O)(=O)c1ccc(/C=C/C(=O)OCC(=O)c2c(N)n(C)c(=O)n(C)c2=O)cc1,4,-3%,2%,-0.5,-1.2,-9%,-8%,-4%
CSc1ccc(Cn2c(C)c(C(=O)NCc3ccc4c(c3)OCO4)sc2=O)cc1,2,17%,30%,-2.6,-0.7,5%[57.1 µM],-29%,-6%
CCOC(=O)Cc1csc(NC(=O)CC(C)(C)CC(=O)O)n1,0,2%,-1%,0.5,-1.7,2%,2%,0%
COc1ccccc1C(=O)NCCC(=O)N1CC(C)OC(C)C1 (centres undefined),-8,-2%,2%,-2.3,-1.1,9%,7%,-1%
O=C(NC1CCCCCCC1)c1ccc(F)c(S(=O)(=O)N2CCOCC2)c1,-5,9%,6%,-4.0,0.7,0%,-3%,-16%
CCCCN1C(=O)N(C)C2C1N(C)C(=O)N2CCCC (centres undefined),-1,2%,2%,0.5,-2.5,6%,16%,-29%
O=C(Cn1cnc2c(nnn2-c2cccc(Cl)c2)c1=O)N1CCCC1,/,-3%,3%,-0.9,-0.6,-1%,25%,-6%
CC1(C(=O)NS(=O)(=O)c2ccc(Br)cc2)CCN1C(=O)CCc1cccs1 (centres undefined),-3,-1%,-3%,-0.8,0.2,-4%,0%,0%
CCCC(=O)OCC(=O)Nc1cc([N+](=O)[O-])ccc1OC,3,11%,4%,-3.2,0.1,-6%,-5%,-11%
O=C(OCCO)c1c(-c2ccccc2)oc2c1C(OCCO)CCC2 (centres undefined),-1,6%,12%,-1.8,-0.6,-5%,-6%,-16%
C[C@@H]1CN([C@@H](C)CO)C(=O)c2cc(Br)cnc2O[C@H]1CN(C)C(=O)CCN1CCCCC1,-3,10%,-8%,-1.4,-2.1,2%,-17%,5%
Cn1nccc1C(=O)N1CCc2ccccc21,-4,-10%,5%,-1.4,-2.2,15%,7%,-5%
CCSc1nnc(-c2cccnc2)n1-c1ccc(C)c(Cl)c1,/,1%,10%,-2.5,-4.7,-1%,12%,-4%
CCN(C(=O)COC(=O)c1ccccc1NC(=O)c1ccco1)C1CCS(=O)(=O)C1 (centres undefined),-3,1%,-4%,1.2,1.0,6%,-18%,-8%
CCc1nc2ccc(C(=O)NCCCN3CCCC3=O)cn2c1N(CC)Cc1cccc(Br)c1,-3,12%,-3%,-0.8,-0.7,0%,-8%,4%
Cc1cccc(C(=O)NCc2nnc(SCC(=O)N3CCN(c4ccccc4)CC3)n2C)c1,/,5%,12%,0.0,-3.3,-10%,4%,-1%
Cc1ccc(NC(=O)CN2C(=O)NC(C)(c3ccc(Cl)cc3)C2=O)c(Br)c1 (centres undefined),8,15%,0%,0.9,0.2,-11%,-30%,0%
c1ccc(CN=C2CCCc3ccccc3N2)cc1,-11,13%,-15%,2.4,-3.7,21%,1%,1%
N#Cc1c(F)cccc1NCCCn1ccnc1,-4,6%,4%,-3.0,1.1,4%,9%,-16%
COC(=O)Cc1c(C)[nH]n(-c2cc(Cl)cc(Cl)c2)c1=O,15,8%,9%,-0.9,-0.5,-13%,?,?
O=C(N/N=C/c1ccsc1)c1ccc2c(c1)OCO2,-7,5%,6%,0.8,-4.1,-2%,-3%,0%
CC(=O)c1cccc(OCC(=O)c2cc(C)n(-c3cc(C)on3)c2C)c1,-1,5%,10%,1.1,-1.6,0%,-1%,-12%
O=C(Cn1c(NCCCO)nc2ccccc21)c1ccc(Cl)cc1,-3,8%,2%,-0.1,1.1,-6%,?,-6%
Cc1cc(O)c(N=Cc2cc3c(cc2[N+](=O)[O-])OCO3)cc1C,0,6%,9%,-0.9,-0.1,9%,-23%,-6%
CC1CCN(CCC(=O)Nc2ccc(Cl)cc2)CC1,-1,3%,6%,-0.2,-0.9,-6%,-3%,-7%
COc1ccc(NC(=O)C2(c3ccc(NC(=O)c4ccc(OC)cc4)cc3)CCCC2)cc1,-13,8%,-9%,1.4,1.3,8%,6%,-4%
Cc1ccc(S(=O)(=O)N2CCN(c3c([N+](=O)[O-])cc(C(F)(F)F)cc3[N+](=O)[O-])CC2)cc1,4,-2%,-5%,-0.6,-0.7,-35%[57.1 µM],-25%,-9%

Molecules from the list above with an NH in an aromatic ring:
mol,PI5P4K alpha inh,EPAC2 ag,EPAC1 agonist,CCT modulator,IL-2 act,WRN helicase inh,EPAC1 antagonist,PLK1 PBD inh
Cc1cnc(CN(C)C(=O)C2CCC(=O)N(CCc3ccccc3)C2)[nH]1 (centres undefined),-3,2%,1%,2.6,-1.8,-17%,6%,-5%
COC(=O)Cc1c(C)[nH]n(-c2cc(Cl)cc(Cl)c2)c1=O,15,8%,9%,-0.9,-0.5,-13%,?,?

The list goes on.
mol,PI5P4K alpha inh,EPAC2 ag,EPAC1 agonist,CCT modulator,IL-2 act,WRN helicase inh,EPAC1 antagonist,PLK1 PBD inh
COc1cc(C(=O)NNC(=O)COc2ccc(Br)cc2)ccc1OCC(=O)N1CCOCC1,0,7%,-8%,-3.7,-0.4,1%,-1%,-5%
CCc1noc(C)c1C(=O)N1CCC(CCC(=O)Nc2cccc(OC)c2)CC1,2,1%,-4%,-2.8,-2.0,1%,17%,2%
COC(=O)c1ccc(C(=O)N2CCCC(Nc3ccc(C(C)C)cc3)C2)cc1 (centres undefined),9,-4%,-4%,-1.9,-1.3,0%[57.1 µM],-1%,-6%
O=C(CSc1nnc2c(n1)[nH]c1ccccc12)Nc1ccc2c(c1)OCO2,/,3%,-6%,-2.8,-2.5,-22%,-2%,27µM*
Cc1nc(COc2cccc(Cl)c2)sc1C(=O)/C=C/N(C)C,?,1%,-2%,0.8,0.5,-20%,?,7%
Cc1ccc(CSc2nnc(-c3ccc4c(c3)OCO4)o2)cc1,19,3%,-4%,-0.6,0.7,-5%,4%,-2%
CCOC(=O)n1cc(-c2cnc(CNC(=O)C(C)(c3ccccc3)c3ccccc3)o2)c2ccccc21,2,14%,5%,0.8,-0.8,-5%,-13%,-16%
Cc1ccc(C(=O)COC(=O)CNC(=O)c2ccc(N3C(=O)c4ccccc4C3=O)cc2)cc1C,1,-1%,2%,2.1,2.2,-13%[57.1 µM],8%,-6%
CCC(c1nnnn1C1CCCC1)N1CCN(C/C=C/c2ccccc2)CC1 (centres undefined),-1,2%,4%,-2.9,-0.7,4%,1%,-2%
Cc1noc(C)c1C(=O)N1CCC1(C)C(=O)NS(=O)(=O)c1cccc(OC(F)F)c1 (centres undefined),-1,9%,9%,0.2,-0.3,1%,-2%,-2%
Cc1cc(SCC(=O)Nc2cccc(S(N)(=O)=O)c2)c(C)cc1Br,11,18%,13%,0.3,0.4,-7%,?,-5%
COCCNC(=O)C(c1ccc(C)cc1)N(CCOC)C(=O)CCC(=O)Nc1nccs1 (centres undefined),-1,-3%,0%,0.0,-0.5,0%[57.1 µM],4%,-3%
CCN(CC)C(=S)Nc1cc(C(=O)OC)ccc1C(=O)OC,0,5%,3%,3.0,-1.2,-4%,-23%,-7%
COc1ccc(S(=O)(=O)Nc2cccc(-c3ccc(N4CCCCCC4)nn3)c2)c(OC)c1,-16,6%,10%,-1.2,-4.3,-13%,-11%,?
O=C(Nc1cccc(C(F)(F)F)c1)c1scc2c1OCCO2,-25,3%,-6%,0.6,-3.2,1%,-15%,?
CC[N+]1=C(C)C(C)(C)c2cc(C)ccc21,-4,6%,-2%,-5.3,-4.6,?,-19%,?
CN(Cc1ccccc1)C(=O)c1[nH]cnc1C(=O)NCc1ccccc1,5,2%,-3%,-0.1,-0.2,6%,0%,3%
O=C(c1cnn(-c2ccccc2)c1)c1ccc2ccccc2c1O,-6,6%,2%,-0.8,-1.9,-25%,15%,-8%
C[C@@H]1CN([C@@H](C)CO)C(=O)CCCn2nncc2CO[C@@H]1CN(C)S(C)(=O)=O,-1,17%,3%,-0.5,-2.3,-9%,-7%,-3%
N#Cc1ccc(OCC(=O)NCCc2ccc(S(N)(=O)=O)cc2)cc1,-4,9%,3%,-5.4,0.6,-8%,-15%,-6%
CCN(CC)C(=O)COc1cccc2ccccc12,/,1%,-2%,0.0,6.8,-14%,14%,-2%
CC1(C)Cc2cccc(OC(=O)NC3CCCCC3)c2O1,-1,1%,-10%,0.5,0.8,6%,-6%,-12%
COc1ccc(-c2cc(C)nc3nc(N)nn23)cc1,-3,-4%,2%,-0.2,1.2,-2%,6%,-14%
O=C(NCc1nnc2c(C(F)(F)F)cc(Cl)cn12)C1CCCC1,4,-8%,-11%,2.2,-0.7,-5%,1%,-27%
Nc1nc(-c2ccc(S(=O)(=O)N3CCCCC3)cc2)cs1,-5,7%,3%,-2.8,-0.2,-3%,0%,0%
COc1ccc(C(=O)N(C)CC(=O)Nc2cccc(F)c2)cc1S(=O)(=O)NC1CCCC1,-6,10%,12%,-2.2,1.4,1%,-11%,-18%
CCOc1ccccc1COC(=O)c1cccc(-n2cnnn2)c1,6,11%,9%,0.5,2.6,-5%,-10%,-1%
CCNC(=S)N/N=C(\C)c1cccc(C(F)(F)F)c1,-3,-8%,-11%,0.8,-0.4,3%,6%,-8%
C=CCOC(=O)COc1ccc2c3c(c(=O)oc2c1)CCCC3,-1,9%,5%,-1.6,-1.3,4%,10%,-5%
O=C(/C=C/[C@H]1O[C@@H](n2ccc(=O)[nH]c2=O)[C@H](O)[C@@H]1O)NCc1ccco1,0,8%,6%,0.4,1.0,-2%,-6%,-8%
O=C(CN1CCCCC1)Nc1nc(-c2ccc(Cl)cc2)cs1,-3,10%,7%,-2.0,-2.8,6%,-7%,-12%
O=S(=O)(c1cccs1)N1CCc2ccccc2C1,4,6%,0%,-1.5,0.1,-6%,0%,-14%

Screening data deposited in PubChem BioAssay by National Center for Advancing Translational Sciences (NCATS).

An excerpt. The share of hits here may be higher or lower than overall.
